# GDH-TPI inh – GDH-TPI coupled enzyme inhibition counter-screen; GDH-TPI coupled enzyme counterscreen, NADH absorbance; inhibition, % at 4.8 µM; actives 1.2% (n = 360,000); in the data active = inhibition above about 30%;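 note: 0% = DMSO wells and 100% = wells lacking the enzyme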
# Mtb BioA inh – BioA (M. tuberculosis) enzyme inhibition; purified M. tuberculosis BioA enzyme, plate reader; inhibition, % at 9.99 µM; actives 0.096% (n = 360,000); in the data active = inhibition above about 40%
# MazEF act – MazEF (E. coli) toxin RNase activation; P0AE70; FAM/BHQ RNA-DNA oligo cleavage fluorescence, 5 h; activation, % at 20 µM; actives 0.32% (n = 350,000); AID 504720; in the data active = activation above about 50%
# Target sequence (P0AE70 whole entry, looked up): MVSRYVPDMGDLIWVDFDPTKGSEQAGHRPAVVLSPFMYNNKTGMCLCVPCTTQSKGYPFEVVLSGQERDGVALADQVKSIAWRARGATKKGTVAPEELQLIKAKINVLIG
# Rv3671c protease – inhibits the M. tuberculosis serine protease Rv3671c | P9WHR9 | inhibition, % at 5.96 µM | actives 0.048% (n = 320,000) | AID 2606; in the data active = inhibition above about 38%;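 note: extracellular domain of Rv3671c used as enzyme; 0% = enzyme with DMSO and 100% = no enzyme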
# Target sequence (P9WHR9 whole entry, looked up, the tested form may be a part): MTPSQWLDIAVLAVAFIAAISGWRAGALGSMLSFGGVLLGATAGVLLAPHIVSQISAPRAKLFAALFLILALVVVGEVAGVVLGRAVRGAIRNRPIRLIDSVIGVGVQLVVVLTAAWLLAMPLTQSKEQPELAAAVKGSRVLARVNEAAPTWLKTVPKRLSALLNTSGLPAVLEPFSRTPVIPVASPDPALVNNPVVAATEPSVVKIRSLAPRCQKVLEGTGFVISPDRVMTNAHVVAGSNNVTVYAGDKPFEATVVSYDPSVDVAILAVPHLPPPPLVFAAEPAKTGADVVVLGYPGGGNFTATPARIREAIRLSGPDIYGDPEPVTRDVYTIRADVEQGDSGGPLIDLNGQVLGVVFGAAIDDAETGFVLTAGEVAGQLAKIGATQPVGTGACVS
# FBA Mtb inh – inhibits M. tuberculosis FBA enzyme | P9WQA3 | actives 2.3% (n = 360,000) | purified M. tuberculosis FBA, fluorescence read-out | inhibition, % at 1 µM | AID 588726; in the data active = inhibition above about 27%;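 note: 0% = vehicle and 100% = reference inhibitor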
# Target sequence (P9WQA3 whole entry, looked up): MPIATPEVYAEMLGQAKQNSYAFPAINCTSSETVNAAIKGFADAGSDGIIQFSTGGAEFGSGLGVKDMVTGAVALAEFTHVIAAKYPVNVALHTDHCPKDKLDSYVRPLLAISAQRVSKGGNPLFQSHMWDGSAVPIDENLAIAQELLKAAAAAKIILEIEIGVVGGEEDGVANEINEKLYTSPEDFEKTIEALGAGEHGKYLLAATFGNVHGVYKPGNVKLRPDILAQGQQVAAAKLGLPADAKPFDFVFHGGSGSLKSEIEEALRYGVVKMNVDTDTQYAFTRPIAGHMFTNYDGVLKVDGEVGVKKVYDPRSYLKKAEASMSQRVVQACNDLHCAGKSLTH
# 3CLpro inhibitor – SARS-CoV 3CLpro protease inhibition. P0C6X7. recombinant SARS-CoV 3CLpro, quenched FRET peptide cleavage. actives 0.14% (n = 290,000). inhibition, % at 6 µM. AID 1706; in the data active = inhibition above about 12%
# BH1578 lux ind – quorum light induction in luxS cqsA deficient V. cholerae; V. cholerae BH1578 lux reporter, luminescence, 6 h; activation, % at 18.7 µM; actives 0.16% (n = 350,000); AID 588436; in the data active = activation mostly above about 9.7%, no sharp cut-off; note: not every result past the cut was called active; inactives centre near 0; reference of the scale not given here
# VHR inh abs – DUSP3 (human) phosphatase inhibition. P51452. recombinant VHR phosphatase, pNPP absorbance. inhibition, % at 13.3 µM. actives 0.52% (n = 290,000). AID 1654; in the data active = inhibition above about 50%; note: some compounds called inactive have numbers as strong as hits
# Target sequence (P51452 whole entry, looked up): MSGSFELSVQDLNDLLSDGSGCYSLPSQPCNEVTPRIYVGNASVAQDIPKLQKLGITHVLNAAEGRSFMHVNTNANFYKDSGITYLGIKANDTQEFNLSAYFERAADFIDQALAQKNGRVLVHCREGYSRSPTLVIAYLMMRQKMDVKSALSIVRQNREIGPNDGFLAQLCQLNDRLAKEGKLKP
# PriA SSB inh – blocks PriA binding to SSB C-terminal tail. AlphaScreen SSBct-PriA binding, biotinylated peptide. inhibition, % at 33 µM. actives 0.6% (n = 430,000). AID 1272365; in the data active = inhibition mostly above about 37%, no sharp cut-off; inactive = mostly below about 20%;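 note: plate controls were negative control peptide for no effect and reference peptide for full effect; strong numbers were not always called active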
# UGM FP inh – blocks M. tuberculosis UGM enzyme; inhibition, % at 10 µM; P9WIQ1; actives 0.06% (n = 320,000); purified UGM, fluorescence polarization probe displacement; in the data active = inhibition above about 10%, passing the limit was not always enough
# * hit, by the source's call; i = inactive; . = no result given; & = joins results of further samples; ! = not confirmed by another sample. These rows are one share of the data; the hit share may differ from the screen's.
# Each structure is followed by: GDH-TPI inh	Mtb BioA inh	MazEF act	Rv3671c protease	FBA Mtb inh	3CLpro inhibitor	BH1578 lux ind	VHR inh abs	PriA SSB inh	UGM FP inh
O=C(CCc1nnc(COc2ccccc2)o1)NCc1ccccc1C(F)(F)F
 : 1	.	2	-5	-1	1	-0.5	23	-7	2.4
CCOC(=O)C1CCN(C(=O)c2ccc3c(=O)n4nc(Nc5ccccc5CC)sc4nc3c2)CC1
 : 22	-0.7	3	.	5	.	i	.	.	.
CCOCc1nnc(NC(=O)C2CCN(C(=O)C3CC(=O)N(c4ccc(C)cc4)C3)CC2)s1 (configuration not stated)
 : -7	12	-13	8	-2	-2	-0.3	13	1	-3.5
O=C(c1cccc(Cl)c1)N1CCN(Cc2c[nH]c3ccccc23)CC1
 : 1	.	-5	10	-1	4	-0.7	15	-5	0.2
CCNC(=O)CSc1nnc(-c2ccc(OC)cc2)n1CC(C)C
 : 8	-0.2	5	-7	-1	7	i	18	-12	-1.8
Cc1ccc(NS(=O)(=O)c2ccc(-n3cccn3)cc2)nc1
 : 1	-2.1	0	0	20	7	-0.5	-18	-7	2.9
O=c1[nH]c(/C=C/c2ccc3c(c2)OCO3)c([N+](=O)[O-])c(=O)[nH]1
 : .	.	.	-3	.	2	.	32	.	0.7
CCc1ccc(NC(=O)C2CCN(S(=O)(=O)c3c(C)noc3C)CC2)cc1
 : -1	-1.1	9	0	-1	-2	-0.2	-9	-16	-0.4
CCCCCCCCSC1=CC(=O)C(OC)=C(OC)C1=O
 : -1	1.9	-12	.	-3	.	i	.	.	.
CCN(Cc1ccccc1)S(=O)(=O)c1ccc(OC)c2ncccc12
 : 9	1.7	3	2	1	1	-0.4	25	-16	0.4
Cc1c(O)c(CN(C)C)cc2c1oc(=O)c1ccccc12
 : 20	0.2	15	13	1	-1	i	21	-8	-0.1
Cc1cc(C)c(C(=O)CN2CCOCC2)c(C)c1
 : -3	0.9	9	-5	0	-1	6.1	17	6	0.3
O=C(Cn1cc2c(n1)CCCC2)NCc1cccc(Cl)c1
 : 7	-0.2	8	6	12	-1	-0.3	15	-5	-0.4
CCOC(=O)[C@@H]1[C@H]2COc3ccc(Br)cc3[C@H]2N2C(=O)N(c3ccc(C)cc3)C(=O)[C@@]12C
 : 4	-1.2	-4	0	-1	.	-0.4	.	-13	-0.6
COCCn1nnnc1CN1CCSCC1
 : -5	-1.6	4	5	-1	-2	-0.3	12	-11	-1.9

# A draw from above in order of formula weight, ascending.
# Each structure is followed by: GDH-TPI inh	Mtb BioA inh	MazEF act	Rv3671c protease	FBA Mtb inh	3CLpro inhibitor	BH1578 lux ind	VHR inh abs	PriA SSB inh	UGM FP inh
COCCn1nnnc1CN1CCSCC1
 : -5	-1.6	4	5	-1	-2	-0.3	12	-11	-1.9
CCCCCCCCSC1=CC(=O)C(OC)=C(OC)C1=O
 : -1	1.9	-12	.	-3	.	i	.	.	.
CCc1ccc(NC(=O)C2CCN(S(=O)(=O)c3c(C)noc3C)CC2)cc1
 : -1	-1.1	9	0	-1	-2	-0.2	-9	-16	-0.4

# Additional results follow:
# Each structure is followed by: GDH-TPI inh	Mtb BioA inh	MazEF act	Rv3671c protease	FBA Mtb inh	3CLpro inhibitor	BH1578 lux ind	VHR inh abs	PriA SSB inh	UGM FP inh
COc1ccc(Cl)cc1NC(=O)CN(C)CC(=O)Nc1ccccc1C(F)(F)F
 : -5	-2.4	-2	-5	-1	3	-0.1	21	-13	1.1
Cc1cccc(-n2c(=O)cc(N3CCN(c4ccc(F)cc4)CC3)[nH]c2=O)c1
 : -1	-0.1	4	-1	7	-1	-0.2	18	-8	0.1
CCN(c1ccccc1)S(=O)(=O)c1ccc(N)c(OC)c1
 : 0	0.0	1	0	2	1	i	-17	0	-0.3
CC(=O)OCc1nc2sc(C)c(C)c2c(=O)[nH]1
 : -4	-0.3	-1	-9	0	3	-1.6	4	2	2.5
O=C(N/N=C/c1ccc(F)cc1)c1cc(-c2ccccn2)nc2ccccc12
 : 14	-1.2	12	.	-2	.	i	.	.	.
COc1ccccc1CNC(=O)COC(=O)Cn1cnc2c1c(=O)n(C)c(=O)n2C
 : 0	0.0	-9	.	-3	.	-0.5	.	.	.
COc1ccc2c(c1)CCc1c(C(=O)NCc3ccc(F)cc3)noc1-2
 : 0	-2.0	-3	2	4	3	-0.2	2	-13	0.2
COc1ccc(C=O)cc1OC1C=CCCC1 (configuration not stated)
 : 0	.	1	7	0	2	i	-20	7	1.3
CCN(CC)CCN(C(=O)c1ccc([N+](=O)[O-])cc1)c1nc2ccc(OC)cc2s1
 : 15	.	5	-5	1	-1	i	15	-1	1.5
CCOc1ccccc1N(C(C)=O)S(=O)(=O)c1ccc(Cl)cc1
 : -9	.	9	4	3	3	-0.4	-2	-4	-5.7
COc1ccc(NS(=O)(=O)c2cn(C)cn2)cc1OC
 : -6	2.1	4	-3	-2	2	-0.3	2	5	4.6
CC(C)C[C@H](NC(=O)[C@@H]1Cc2ccccc2CN1C(=O)OC(C)(C)C)C(=O)NCC1CCC(C(=O)O)CC1 (some centres not stated)
 : 14	-0.1	-5	-1	-3	2	i	15	-6	1.6
Cc1cc(NC(=O)CN2C(=O)NC(c3ccccc3)(c3ccc(C)c(C)c3)C2=O)no1 (configuration not stated)
 : 5	1.1	3	-9	0	.	-0.8	.	-10	1.2
Cc1ccc(-n2cnnn2)c2cccnc12
 : 6	-1.1	13	-2	-1	0	-1.7	0	1	1.2
CC(=O)N=C1SC2CS(=O)(=O)CC2N1c1cccc(Cl)c1Cl (configuration not stated)
 : -1	-0.5	3	-2	2	-6	i	15	-6	1.8
C#CCn1c(=NC(=O)c2ccco2)sc2cccc(Cl)c21
 : 17	.	-6	-8	4	1	i	5	-12	-2.3
COCCCn1c(SCC(=O)NC(C)C)nnc1-c1ccccc1
 : 6	-1.1	2	7	5	-2	-1.4	34	-17	3.4
CCn1c(-c2cccc(S(=O)(=O)N3CCCC3)c2)n[nH]c1=S
 : 1	.	11	-1	-4	3	-3.7	17	-8	0.1
Cc1nc(S/C(=C\c2ccc(OCc3ccccc3Cl)cc2)C(=O)O)n[nH]1
 : -3	-1.8	6	-3	1	2	i	35	-22	-0.7
COc1ccccc1-c1cc(NC(C)=O)c2ncc(-c3cccc(C(F)(F)F)c3)n2c1
 : 1	-0.4	.	.	-2	.	-3.7	.	.	.
CCCOc1ccc(C(=O)NCc2ccco2)cc1
 : -5	1.7	0	-14	-1	2	-0.3	14	-8	3.5
c1ccc(-c2nnc3ccc(N4CCCC4)nn23)cc1
 : 5	0.9	5	-2	-2	-4	-0.2	32	-18	-0.6
O=C(NCc1ccccc1)c1cccc(NC(=O)c2ccccc2)c1
 : 7	4.3	-5	.	0	.	-1.5	.	-7	.
Cc1sc2ncn(CC(=O)NCCCC(=O)N3CCCCC3)c(=O)c2c1C
 : -1	1.0	5	1	1	-3	1.6	34	3	-1.5
Cc1ccccc1C(=O)Nc1ccc(S(=O)(=O)Nc2onc(C)c2C)cc1
 : 2	-1.4	3	-8	5	3	-0.2	5	-5	1.6
CCOc1ccc(NS(=O)(=O)c2ccc(-c3coc(C)n3)cc2)cc1
 : -5	-2.0	1	0	-1	5	i	2	-8	-0.1
CN1CCN(C(=O)c2ccccc2Nc2ccc(SC(F)F)cc2)CC1
 : -1	0.2	-1	1	-4	-1	-0.3	13	9	-0.5
N#CC1=C(N)SC(C(=O)c2ccccc2)C1c1cccs1 (configuration not stated)
 : 7	.	1	4	2	2	-2.9	12	9	-1.7
CC(C)(C)c1ccc(C(=O)NNC(=O)c2cccc(-n3cnnn3)c2)cc1
 : 4	.	2	-4	0	-3	-2.1	2	-8	-2.0
Cc1ccccc1-n1c(SC(C)C(=O)N2CCN(C)CC2)nc2ccccc2c1=O (configuration not stated)
 : 5	8.9	-21	-6	-1	1	i	24	-7	0.8
COc1cc2[nH]c(=O)n(-c3ccc(C)cc3)c(=O)c2cc1OC
 : 5	-0.7	7	.	20	-2	0.0	17	-2	.
OCC[C@@H]1C[C@@H](O)[C@H](O)[C@@]2(CCCO2)O1
 : 14	-4.3	-5	0	4	.	i	.	-31	0.3
CN(c1ccccc1C(=O)N1CCN(c2cccc(Cl)c2)CC1)S(C)(=O)=O
 : 6	2.2	-3	1	-1	2	i	-16	-14	-0.1
Cn1c(SCC(=O)Nc2ccccc2[N+](=O)[O-])nnc1C(F)(F)F
 : -7	.	-5	8	-5	-1	0.4	31	6	-0.6
COCCOC(=O)C1=C(C)NC(=O)N(C(C)=O)C1c1ccc(Cl)cc1 (configuration not stated)
 : 2	-0.9	7	0	1	3	-0.4	30	-17	1.1
Cc1cccc(NC(=O)c2cc3ccccc3nc2C)c1
 : -6	.	-22	0	5	-1	-0.1	0	-6	-3.0
CN(C)c1nc(OCCNC(=O)Nc2ccccc2)nc(N2CCCCC2)n1
 : -3	.	2	3	5	8	i	-5	-9	0.9
COc1ccccc1NC(=S)NC1CCCC1
 : -1	.	2	3	2	.	-0.3	.	5	-1.4
O=C(CSc1nc2ccccc2c(=O)n1CC1CCCCC1)N1CCOCC1
 : -3	0.3	-31	12	0	2	-0.6	14	5	2.1
CCCC(=O)Nc1ccc(C(=O)O)cc1NC(=O)CCC
 : -13	-2.4	3	10	-5	-1	i	15	-18	1.9
CCN1CCN(c2ccc(NC(=O)c3ccc4c(c3)OCO4)cc2)CC1
 : 9	-0.6	4	7	0	2	i	17	5	-0.9
CCOC(=O)C1(CCc2ccccc2)CCN(C(=O)CCn2cncn2)CC1
 : 0	.	3	10	5	-4	-0.6	26	-1	-3.3
CCN(Cc1ccccc1)S(=O)(=O)c1ccc(C(=O)N(CCCN(C)C)c2nc3cc(OC)ccc3s2)cc1
 : 7	.	13	1	-3	.	-0.7	.	51*!	1.0
CSc1nc(N)nc2c1ncn2CC(=O)N[C@H](CO)Cc1c[nH]c2ccccc12
 : -5	-0.6	9	2	0	.	-1.5	.	-20	-1.3
CCNc1nc(NCC)n2c(SCC(=O)Nc3ccccc3OC(F)F)nnc2n1
 : -4	-0.3	15	2	4	.	i	.	-1	-0.6
O=C(Nc1nccs1)C1CCN(S(=O)(=O)c2ccc(Cl)c(C(F)(F)F)c2)CC1
 : -10	.	1	4	-2	5	-0.2	0	-25	1.4
COc1ccc(/C=C/C(=O)OCC(=O)NCc2ccccc2)cc1OC
 : 18	0.7	4	4	7	.	-4.0	.	-7	-1.1
c1ccc(-n2cnc3cc(NCc4ccco4)ccc32)cc1
 : -1	.	19	5	11	-5	-1.4	6	8	-1.0
O=C(Nc1ccc(-c2nc3ccccc3[nH]2)cc1)C1CCCN(Cc2ccn[nH]2)C1 (configuration not stated)
 : 11	1.2	10	.	3	.	i	.	.	.
FC(F)(F)c1cc(-c2ccccn2)nc2cc(-c3ccccc3)nn12
 : -8	0.5	3	0	-3	4	-0.9	17	-23	2.1
Cc1noc(C)c1CSCC(=O)Nc1nc(-c2ccc(F)c(F)c2)cs1
 : -1	-0.2	-1	-15	3	.	i	.	8	2.7
O=[N+]([O-])c1ccccc1/C=N/n1c(C(F)(F)F)n[nH]c1=S
 : 2	.	4	-3	-3	-3	1.6	10	.	3.9
Cc1cccc(-n2ncc3c2CCCC3NC(=O)c2ccncc2)c1C (configuration not stated)
 : 9	-0.4	-15	.	4	.	-0.4	.	.	.
CCc1nc(SCC(=O)Nc2ccccc2OC)n[nH]1
 : 1	-2.5	10	-12	1	0	-0.3	-8	-1	4.6
Cc1cccc(C(=O)N/N=C/c2ccc[nH]2)c1
 : 21	.	2	3	1	3	-0.3	-6	.	-0.9
N#Cc1nc(-c2ccccc2F)oc1N1CCN(C(=O)c2ccco2)CC1
 : 12	3.6	1	-2	115*	-2	-0.2	6	3&-18	0.1
C=CCn1c(SCC(=O)C(C)(C)C)nnc1-c1ccccn1
 : 3	-1.0	-2	1	-1	2	i	9	-10	-6.9
CN(C)C(CNC(C(=O)Nc1ccc(F)cc1)c1ccccc1)c1ccccc1 (configuration not stated)
 : -6	2.0	13	-11	-2	3	-0.6	24	6	3.7

# Source: PubChem BioAssay (several laboratories)
